Nrf2 block: Nrf2 qHTS screen for inhibitors | A549 ARE-Fluc reporter, luciferase luminescence, 18-24 h | Potency, µM (series often up to 46 µM), without a hit: top-dose activity change, negative = inhibition, hits mostly inhibitors | actives 2.1% (n = 360,000); further: potency means the concentration at half of the fitted maximal effect; on the % scale 0 is the no-effect control and ±100 the full control effect; nearly all actives have a fitted effect of over 60% in size
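Nrf2 activity is the BugLite luminescence, read 15 min after reagent at room temperature, following CellTiter-Fluor cytotoxicity readout (30 min, 37C). Compound titrations were applied for 18-24 h to 5000 A549 ARE_Fluc cells/well in 5% FBS OPTI-MEM.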
S2 tox: Viability Counterscreen for Primary qHTS for Inhibitors of ATXN expression; S2 cells (HEK-293 line with an ATXN2-luciferase reporter) viability, CellTiter-Fluor protease fluorescence, 24 h; Potency, µM (series often up to 56.7 µM), actives largely listed as cytotoxic; actives 0.49% (n = 400,000); AID 651635, 2014; further: potency means the concentration at half of the fitted maximal effect; nearly all actives have a fitted effect of over 40% in size
Nrf2 ARE act: qHTS of Nrf2 Activators. AREc32 ARE-luciferase reporter (MCF7-derived line), luminescence, 24 h. actives 0.31% (n = 410,000). Potency, µM (doses to about 46.1 µM), for inactives: top-dose activation, hits mostly activators; further: potency means the concentration at half of the fitted maximal effect; % of control where 0% means no effect; nearly all actives have a fitted effect of over 65% in size
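ARE activation measured as luciferase luminescence (Steady-Glo, 30 min RT) in AREc32_Fluc cells after 24 hr compound exposure at 37 deg C, 5% CO2; cells seeded overnight at 1000/well in OPTI-MEM, 5% FBS.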
MCF10A rereplic: A quantitative high throughput screen for small molecules that induce DNA re-replication in MCF 10a normal breast cells; MCF 10A DNA re-replication, Hoechst nuclear intensity, 48 h; actives 2.9% (n = 350,000); Potency, µM (series often up to 46.1 µM), for the others: at the top dose activity, positive = re-replication, actives largely listed as activators; further: potency means the concentration at half of the fitted maximal effect; % of control where 0% means no effect; nearly all actives have a fitted effect of over 50% in size
TGFb inhibitor: qHTS for Inhibitors of TGF-b. HepG2 CAGA-GFP TGF-b/SMAD3 reporter, GFP fluorescence, 18 h; TGF-beta stimulated, 500 pg/mL final. Potency, µM (highest dose often 46.1 µM), for the others: at the top dose activity, negative = inhibition, hits mostly inhibitors. actives 1.2% (n = 410,000). AID 588855, 2011; further: potency means the concentration at half of the fitted maximal effect; on the % scale 0 is the no-effect control and ±100 the full control effect; nearly all actives have a fitted effect of over 65% in size
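HEPG2 CAGA-GFP reporter cells (1000/well, DMEM with 1% FBS) received compounds, then recombinant TGF-beta at 500 pg/mL final for 18 hours at 37 degrees C. Per-cell GFP summed per well was normalised to unstimulated and stimulated DMSO controls before curve fitting.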
HepG2 viability: qHTS for Inhibitors of TGF-b: Cytotox Counterscreen | Potency, µM (highest dose often 46.1 µM), for inactives: at the highest dose activity change, negative = cytotoxicity, hits mostly cytotoxic | AID 588856, 2011 | HepG2 CAGA-GFP viability, ATP luminescence, 18 h | actives 0.76% (n = 410,000); further: potency means the concentration at half of the fitted maximal effect; some results filed as inactive show a strong effect at the top dose
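CellTiter-Glo luminescence gave cytotoxicity after 18 hours at 37 degrees C. The cells were HepG2 CAGA-GFP in 1% FBS DMEM, stimulated with 500 pg/mL TGF-beta after compound addition. %Activity was normalised to no-cell wells (complete cell-killing) and DMSO (no toxicity), and curves were fitted and classified.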
IL1B secr inh: qHTS for Inhibitors of Inflammasome Signaling: IL-1-beta AlphaLISA Primary Screen | AID 743279, 2014 | activity change, % at 57.5 µM | actives 4.7% (n = 360,000) | THP-1 LPS/ATP IL-1B secretion, AlphaLISA, 16 h; hits give low values; in the data active means activity change below about -50%; inconclusive means mostly about -30% to -49%; further: on the % scale 0 is the no-effect control and ±100 the full control effect
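THP-1 cells pretreated 1 hr with compounds (up to 57.5 uM final), then stimulated with LPS (250 ng/mL final) plus ATP (1.25 mM final); secreted IL-1B measured by AlphaLISA after 16 hr, decreased signal indicating inhibition.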
ATXN2 expr inh: Primary qHTS for Inhibitors of ATXN expression; HEK-293 ATXN2-luciferase reporter, luminescence, 24 h; Potency, µM (top dose mostly 57 µM), inactives show at the highest dose activity change, negative = inhibition, usual class: inhibitors; actives 0.72% (n = 360,000); AID 1745845, 2022; further: potency means the concentration at half of the fitted maximal effect; on the % scale 0 is the no-effect control and ±100 the full control effect; nearly all actives have a fitted effect of over 55% in size
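ATXN2-luciferase reporter cells (luciferase flanked by upstream and downstream ATXN2 gene portions) were treated 24 h at 37 °C with compounds at up to 57 uM. SteadyGlo luminescence gave expression; GF-AFC fluorescence gave viability.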
A549 tox: Nrf2 qHTS screen for inhibitors: counterscreen for cytotoxicity; A549 ARE-Fluc cells, CellTiter-Fluor viability, 18-24 h; Potency, µM (series often up to 46 µM), without a hit: at the top dose activity change, negative = cytotoxicity, hits mostly inhibitors; actives 0.16% (n = 390,000); further: potency means the concentration at half of the fitted maximal effect; on the % scale 0 is the no-effect control and ±100 the full control effect
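A549 ARE_Fluc cells in 5% FBS OPTI-MEM were exposed to compounds in concentration-response for 18-24 h at 37 deg C. Viability was read by CellTiter-Fluor fluorescence (Ex 405/Em 525) after 30 min, before the luciferase read.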
Numbers without * were called inactive; i = inactive; u = inconclusive; x = not tested or not shown; & = joins results of further samples; [ ] = another dose, or the depositor's remark. Unless noted, the call rests on the fitted dose curve; in most records, active means well fitted curve in the direction sought with a large enough effect; inconclusive means small, poorly fitted or top-dose-only effect, or another doubt; inactive means no such curve, though single readings can be large; an effect the other way counts as inactive or inconclusive. Random draw from the library; 8.8% or so of the library scored in one or more.

SMILES,Nrf2 block,MCF10A rereplic,TGFb inhibitor,Nrf2 ARE act,ATXN2 expr inh,S2 tox,IL1B secr inh,A549 tox,HepG2 viability
Cc1cc2cc(CN3C(=O)c4ccccc4C3=O)ccc2[nH]1,3%,10%&-11%,1%,-0.1%,9%,i,3,9%,8%
CCN(CC)CCNC(=S)Nc1ccc2nc(N3CCOCC3)cc(C)c2c1,19%,22%,1%,3.2%,x,i,u,19%,0%
Cc1cccc(OCC(=O)Nc2ccc3c(c2)nc(CN2CCCCC2)n3C)c1,u,u,u,-1.2%&-1.4%,0%&-18%,i,21,13%&-1%,-19%&-31%
COc1ccc(NC(=O)C2(C)Cc3c(-c4cccc(C(N)=O)c4)ccnc3O2)cc1OC (stereo unspecified),x,x,31%[activator],5.6%,15%,i,18,x,5%
CC(=O)c1c(C)n(-c2ccccc2)c2ccc(OCC(O)CN3CCOCC3)cc12 (stereo unspecified),8%,-12%,1%,2.8%,-30%,i,-11,-1%,-15%
O=C(Nc1nc2ccccc2s1)c1ccc([N+](=O)[O-])o1,u,21µM*,u,3.5µM*,x,u,-68*,-5%,-30%
O=S(=O)(c1ccc(Br)s1)N1CCC2(CC1)OCCO2,0%,2%,5%,-0.8%,-2%,i,-4,-6%,-3%
CCOC(=O)C1=C(CS(=O)(=O)c2ccc(C)cc2)NC(=O)NC1c1ccc(O)c(OC)c1 (stereo unspecified),1%,-4%,5%,0.3%,3%,i,13,-4%,-2%
CC(=O)N1c2cc3ccccc3cc2N(C(C)=O)c2cc3ccccc3cc21,-3%,-3%,3%,-0.5%,-5%,i,18,-1%,-15%
Cc1cc(C)nc(NN=C(c2ccccc2)c2ccccc2)n1,u,u,11µM*,-1.5%,x,i,20,-9%,-64%
N#C/C(=C\c1c(F)cccc1Cl)S(=O)(=O)c1ccccn1,-11%,1%,15%,u,-16%,i,-7,6%,-22%
COc1ccc(S(=O)(=O)N2CCOCC2)cc1NC(=O)c1ccccc1C,3%,3%,0%,-0.2%,5%,i,-10,5%,-9%
COc1ccc(C)cc1NC(=O)CCCN1C(=O)C(c2ccccc2)Oc2cccnc21 (stereo unspecified),-29%,1%,3%,-0.1%,-5%,i,-17,-3%,-19%
O=C(Nc1ccc(C(=O)N2CCCCC2)cc1)C1CCCC1,15%,10%,8%,-0.2%,5%,i,-14,0%,-3%
CCOC(=O)C1CCN(C(=O)COc2ccc(S(=O)(=O)N3CCOCC3)cc2C)CC1,3%,10%,-5%,0.3%,-11%,i,8,2%,-13%
CC(=O)C1=C(O)C(=O)N(c2ccc(O)cc2)C1c1ccccc1[N+](=O)[O-] (stereo unspecified),5%,-2%,-2%,0.4%,x,i,9,-7%,-4%
O=C(NCc1ccc2c(c1)OCO2)c1cc(-c2ccncc2)nc2ccccc12,-25%,2%,14%,-0.6%,-16%,i,3,-5%,3%
COCCNC(=S)NC(=O)c1ccc(C(C)(C)C)cc1,2%,u,4%,6.1%,x,i,-9,-1%,-15%
ClC(Cl)(c1nnnn1-c1ccccc1)c1nnnn1-c1ccccc1,-9%,u,u,-0.8%,u,u,-120*,-7%,11µM*
O=C(COC(=O)c1cc(-c2ccccc2)nc2ccccc12)NCC1CCCO1 (stereo unspecified),7%,0%,0%,-0.7%,-1%,u,2,-2%,8%
C/C=C(/C)C(=O)Nc1cccc(C2=NOC3(C2)C[C@H](C(N)=O)N(C(=O)COc2ccc(Cl)cc2)C3)c1 (stereo partly specified),-5%,10%,-5%,0.3%,-12%,i,-19,4%,-2%
CN1CCC(N(C)S(=O)(=O)c2ccc(NC(=O)COc3ccc(Br)cc3Cl)cc2)CC1,-10%,u,u,-2.1%,u,i,-63*,0%,-83%
Cc1nc(N)sc1C(=O)N/N=C/c1c[nH]c2ccccc12,4%,20%,40%[activator],20%,-9%,i,-55*,u,-45%
CC(C)CCNC(=O)C1CC(=O)N(CCc2ccccc2)C1 (stereo unspecified),u,6%,10%,0.2%,1%,i,8,7%,5%
Cc1ccc(CNC(=O)C2CCCN(c3nc4ccsc4c(=O)s3)C2)cc1 (stereo unspecified),-29%,3%,0%,-2.6%,4%,i,57,1%,-7%
COC(=O)c1cc(NC(=O)CCc2c(C)nc3ncnn3c2C)cc(C(=O)OC)c1,u,7%,8%,-0.2%,1%,i,-11,x,-6%
COC(=O)c1ccccc1NC(=O)NN1CCN(C)CC1,4%,-5%,6%,0.1%,-20%,i,1,0%,-1%
O=C(CSc1cccc[n+]1[O-])Nc1cc(Cl)ccc1[N+](=O)[O-],7%,3%,0%,u,6%,i,5,2%,7%
CCOC(=O)c1ccccc1NC(=O)c1cc(S(=O)(=O)N2CCOCC2)ccc1F,x,1%,-20%,0.1%,3%,i,-54*,-7%,-20%
CCOC(=O)c1[nH]c(C)c(CCC(=O)NCc2cccc(C)c2)c1C,x,x,-10%,-0.7%,-7%,i,x,12%,1%

SMILES,Nrf2 block,MCF10A rereplic,TGFb inhibitor,Nrf2 ARE act,ATXN2 expr inh,S2 tox,IL1B secr inh,A549 tox,HepG2 viability
Cc1cc(NC(=O)CCC(=O)N(c2ccc(F)cc2)C(C(=O)NC2CCCC2)c2ccccc2)no1 (stereo unspecified),6%,7%,-23%,-0.2%,4%,i,27,0%,-15%
CCc1ccccc1-n1c2c(cc(-c3nc(-c4ccc(Cl)cc4)cs3)c1=O)C(=O)CC(C)(C)C2,-1%,x,0%,-0.8%,0%,i,x,1%,5%
O=C(c1cc(-c2ccc(Cl)cc2Cl)on1)N1CCOCC1,u,-3%,-4%,-2.2%,u,i,-2,14%[1.84 µM],-29%
C=C(C)C(=O)Nc1nnc(-c2ccccc2C)s1,u,13%,-11%,u,33%,i,-63*,-4%,4%
COc1ccccc1NC(=O)Nc1ccncc1,4%,u,15%,0.8%,x,i,-7,3%,0%
O=C(CN1CCC(O)(c2cccc(C(F)(F)F)c2)CC1)NCCc1ccccc1,-27%,19%,-14%,2.4%,-12%,i,u,-2%,-9%
Cc1cccc(C)c1NC(=O)N1CC(C)OC(C)C1 (stereo unspecified),5%,0%,0%,0.1%,8%,i,-7,5%,-3%
COc1cc(OC)c2c(-c3ccccc3)cc(=O)oc2c1C(CCN1CCCC(C)C1)c1ccc2c(c1)OCO2 (stereo unspecified),0%&13%,13%,u,-1.6%,u,10µM*,-12,-21%&-26%,-20%&-46%
Cc1ccc(NC(=O)Nc2nnc(-c3ccncc3)s2)cc1,-11%,4%,11µM*,0.7%,u,u,0,-3%,-60%
CC(=O)c1ccc(OCC(C)Oc2ccc(C#N)cc2)cc1 (stereo unspecified),-22%,-1%,-1%,3.4%,x,i,5,-5%,0%
CC(C)CC(NC(=O)C(CC(C)C)NC(=O)OC(C)(C)C)C(=O)O (stereo unspecified),x,0%,-22%,-0.5%,26%,i,7,-3%,5%
Cc1cc(NC(=O)CSc2nnc3ccc(-c4ccc(F)cc4)nn23)no1,7%,11%,6%,0.4%,-11%,i,13,-3%,4%
Cc1cc(C(F)(F)F)nc(Nc2nc(C)c3ccccc3n2)n1,20%,0%,-11%,2.8%,1%,i,14,7%,-4%
N#CCSc1nc2ccccc2c2nc3ccccc3n12,8%,9.2µM*,u,10%,-1%,u,-89*,3%,-32%
O=C(Nc1cccc(-c2ccc(N3CCOCC3)nn2)c1)c1ccc(F)cc1F,u,5%,-7%,2.5%,14%,i,20,2%,-1%
Cc1cccc(NS(=O)(=O)c2ccc(C(=O)N3CCCC3)cc2)c1C,-10%,19%,-5%,-0.2%,-28%,i,13,0%,-7%
CC1Cc2ccccc2N1S(=O)(=O)c1cnc[nH]1 (stereo unspecified),-6%,-1%,9%,-0.3%,-2%,i,-21,1%,0%
CC1(CCCN2C(=O)c3ccccc3C2=O)OCCO1,3%,0%,35%,0.4%,49%[activator],i,18,3%,20%
Cc1nn(C(CC(=O)O)C(=O)O)c(C)c1Br (stereo unspecified),-11%,-22%,33%,0.2%,0%,i,10,-8%,1%
CCOC(=O)C1CCCN(C(=O)c2ccccc2)CC1 (stereo unspecified),x,x,-33%,0.3%[9.22 µM],12%,i,23,x,6%

Random excerpt: three records from the list, in no set order.
SMILES,Nrf2 block,MCF10A rereplic,TGFb inhibitor,Nrf2 ARE act,ATXN2 expr inh,S2 tox,IL1B secr inh,A549 tox,HepG2 viability
Cc1cc(C(F)(F)F)nc(Nc2nc(C)c3ccccc3n2)n1,20%,0%,-11%,2.8%,1%,i,14,7%,-4%
Cc1cccc(C)c1NC(=O)N1CC(C)OC(C)C1 (stereo unspecified),5%,0%,0%,0.1%,8%,i,-7,5%,-3%
O=C(CN1CCC(O)(c2cccc(C(F)(F)F)c2)CC1)NCCc1ccccc1,-27%,19%,-14%,2.4%,-12%,i,u,-2%,-9%

From PubChem BioAssay
